# TDP1 cell noCPT: qHTS for Inhibitors of human tyrosyl-DNA phosphodiesterase 1 (TDP1): qHTS in cells in absence of CPT; Potency, µM (highest dose often 46.2 µM), inactives show at the top dose activity change, negative = growth inhibition, actives largely listed as inhibitors; DT40 Tdp1-/- hTDP1 cells, no CPT, ATP luminescence, 48 h; AID 686978, 2013; actives 15% (n = 420,000); further: nearly all actives have a fitted effect of over 55% in size
#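 Seeded 400 DT40-hTDP1 cells/well (vehicle DMSO, no 20 nM CPT); pinned compounds; ≥48 hr at 37 °C; CellTiter-Glo luminescence as viability measure.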
# TDP1 block: blocks human tyrosyl-DNA phosphodiesterase 1. Q9NUW8. Potency, µM (titrated, usually from 130 µM), for the others: at the highest dose activity change, negative = inhibition, most hits filed as inhibitors. recombinant TDP1, AlphaScreen DNA substrate cleavage. actives 0.28% (n = 350,000). AID 485290; further: nearly all actives have a fitted effect of over 40% in size
# Target sequence (Q9NUW8 whole entry, looked up): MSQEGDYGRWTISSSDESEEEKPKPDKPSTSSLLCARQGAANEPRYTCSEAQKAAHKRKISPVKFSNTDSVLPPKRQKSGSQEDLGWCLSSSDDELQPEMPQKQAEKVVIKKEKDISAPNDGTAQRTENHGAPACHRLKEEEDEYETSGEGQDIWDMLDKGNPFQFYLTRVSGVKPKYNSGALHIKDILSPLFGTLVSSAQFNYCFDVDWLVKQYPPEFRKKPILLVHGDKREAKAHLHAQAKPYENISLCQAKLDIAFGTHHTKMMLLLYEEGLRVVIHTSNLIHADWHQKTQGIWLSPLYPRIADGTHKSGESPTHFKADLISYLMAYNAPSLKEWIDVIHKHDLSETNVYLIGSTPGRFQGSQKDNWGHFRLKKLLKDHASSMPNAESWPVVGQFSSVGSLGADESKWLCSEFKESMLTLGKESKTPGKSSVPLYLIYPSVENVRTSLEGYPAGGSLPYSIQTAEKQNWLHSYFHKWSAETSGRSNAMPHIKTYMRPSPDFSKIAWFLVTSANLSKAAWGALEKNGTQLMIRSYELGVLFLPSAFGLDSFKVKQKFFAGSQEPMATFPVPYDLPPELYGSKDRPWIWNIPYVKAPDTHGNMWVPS
#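 AlphaScreen read-out: signal falls as enzyme removes the 3' tyrosine-FITC from a 5'-biotinylated DNA oligo (15 nM, 5 min, RT). Enzyme was E. coli-made recombinant Tdp1 at 1 nM, exposed to compound for 15 min beforehand; beads 10 ug/ml, 10 min.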
# TDP1 cell CPT: growth inhibition of DT40 Tdp1-/-;hTDP1 cells with camptothecin (screen for TDP1 inhibitors). chicken DT40 Tdp1-/-;hTDP1 cells + 20 nM CPT, ATP luminescence, 48 h. Potency, µM (top dose mostly 46.2 µM), for inactives: at the top dose activity change, negative = growth inhibition, hits mostly inhibitors. actives 12% (n = 420,000); further: nearly all actives have a fitted effect of over 55% in size
#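 Chicken DT40 Tdp1-/- cells stably complemented with human TDP1 were seeded at 400 cells/well in medium containing 20 nM camptothecin, exposed to pin-transferred compounds, and grown at 37 °C for at least 48 hr. Viability was read as ATP luminescence.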
# The depositor's hits bear a star; ? = inconclusive; nt = not tested or not shown; & = joins results of further samples; [ ] = remark or other dose. The call rests on the fitted dose curve; in most records, active means well fitted curve in the direction sought with a large enough effect; inconclusive means small, poorly fitted or top-dose-only effect, or another doubt; inactive means no such curve, though single readings can be large; an effect the other way counts as inactive or inconclusive. On the % scale 0 is the no-effect control and ±100 the full control effect; potency means the concentration at half of the fitted maximal effect.
SMILES	TDP1 cell noCPT	TDP1 block	TDP1 cell CPT
CS(=O)(=O)C1=NN2C(=N)/C(=C\c3ccc(OCCOc4ccccc4)cc3)C(=O)N=C2S1	?	nt	16%
CCOC(=O)c1nnc2c(Br)c(-c3ccccc3)nn2c1C	?	8%	?
CCN(CC)CC#CCC(O)(c1ccccc1)c1ccc(Br)cc1 (centres undefined)	?	4%	?
O=C(CSc1nc2ccccc2nc1Cc1ccc(Cl)cc1)N1CCc2ccccc21	0%	0%	3%
O=C(CN1CCN(S(=O)(=O)c2ccc(Br)cc2)CC1)Nc1ccccc1C(=O)c1ccccc1	?	5%	?
C=CCn1c(C)cc(C(=O)CSc2nc3ccccc3[nH]2)c1C	9.2µM*	9%	21µM*
CCOC(=O)C1CCCN(C(=O)c2cc(-c3ccncc3)nc3ccccc23)C1 (centres undefined)	-19%	nt	?
CCNc1nc(NC#N)nc(SCC(=O)OCC)n1	1%	0%	5%

# (cont.)
SMILES	TDP1 cell noCPT	TDP1 block	TDP1 cell CPT
CCOC(=O)C1=C(N)Oc2ccc3ccccc3c2C1c1ccc(O)cc1 (centres undefined)	?	10%	?
Cc1noc(C)c1CC(=O)NCC1Cc2cc(-c3cccc(OC(F)(F)F)c3)ccc2O1 (centres undefined)	10µM*	nt	?
COc1ccc(C(CNc2ccc(S(=O)(=O)N3CCN(C)CC3)cc2[N+](=O)[O-])N(C)C)cc1 (centres undefined)	21µM*	1%	-12%
CC1(c2nnc(-c3cccc(Cl)c3)o2)CC(c2cccc(F)c2)=NO1 (centres undefined)	-1%	nt	0%
NNC(=O)c1ccc(C(=O)N(c2ccccc2)c2ccccc2)cc1	?	nt	?
COc1ccc(C2C(C(=O)NCc3ccccn3)c3ccccc3C(=O)N2C)cc1OC (centres undefined)	-4%	4%	11%
CCC1(CC)NC(=O)N(CC(=O)OCC(=O)NC(=O)c2ccccc2)C1=O	2%	3%	0%
CC(NC(=O)CCCN1C(=O)CCn2nc(-c3cn(C)c4ccccc34)cc21)c1ccccc1 (centres undefined)	23µM*	8%	?

# Additional records:
SMILES	TDP1 cell noCPT	TDP1 block	TDP1 cell CPT
Cc1ccc(CNC(=O)c2oc3ccc(S(=O)(=O)N4CCOCC4)cc3c2C)cc1	?	2%	-16%
COc1ccc(CNC(=S)N/N=C/c2ccncc2)cc1	0%	-5%	-5%
CCc1ccccc1N1C[C@@]23C=C[C@@H](O2)C(C(=O)OCC(C)C)[C@H]3C1=O (some centres undefined)	3%	5%	-4%
O=C(NC1CC1)C1=C[C@@H](c2ccc3c(c2)OCO3)C[C@@H](OCc2ccc(CO)cc2)O1	?	5%	?
COc1ccc(CCNC(=O)COC(=O)c2cnc(C)cn2)cc1	0%	1%	-9%
COC(=O)c1ccc(NC(=O)CN2CCN(c3ccc(Cl)cc3)CC2)cc1	?	-3%&4%	?
Brc1ccc2nc3c(n2c1)CCCC3	?	5%	-30%
COc1ccc(C(CC(=O)O)NC(=O)COc2ccccc2)cc1 (centres undefined)	-6%	-1%	-4%

# Next part:
SMILES	TDP1 cell noCPT	TDP1 block	TDP1 cell CPT
CCN1CCN(S(=O)(=O)c2ccc(Oc3ccccc3OC)cc2)CC1	23µM*	3%	-16%
CC1CCc2c(sc3nc(-c4cc5cc(Br)ccc5oc4=O)[nH]c(=O)c23)C1 (centres undefined)	-18%	-1%	-15%
Cc1cc(=O)oc(C)c1C(=O)Nc1cccc2ccccc12	-5%	0%	-20%
COc1ccc(CN2CCn3nc(C(=O)NC(C)C)cc3C2=O)cc1	-21%	3%	-4%
COC(=O)c1[nH]c2cc(C)ccc2c1NC(=O)CN1CCc2cc(OC)c(OC)cc2C1	?	3%	?
CCN1C[C@@H]2[C@@H]3C(=O)N(Cc4ccccc4)C(=O)[C@@H]3[C@](Cc3ccccc3)(C(=O)OC)N2C1=NC	-12%	nt	3%
C[C@@H](NC(=O)c1nc[nH]c1C(=O)N[C@H](C)c1ccccc1)c1ccccc1	?	0%	?
CCN(C(=O)COC(=O)CCCN1C(=O)c2cccc3cccc(c23)C1=O)C1CCS(=O)(=O)C1 (centres undefined)	-8%	-5%	2%

# The list goes on:
SMILES	TDP1 cell noCPT	TDP1 block	TDP1 cell CPT
O=C(CSc1ncnc2[nH]ncc12)Nc1cccc(Oc2ccccc2)c1	?	8%	?
COc1ccccc1C(=O)NC(=O)Nc1nc(-c2ccccc2)cc(C(F)(F)F)n1	?	1%	15µM*
CC(=O)/C=C(\C)Nc1c(C)n(C)n(-c2ccccc2)c1=O	0%	0%	0%
Cc1cc(C)n2nc(SCC(=O)Nc3c(C)nn(-c4ccccc4)c3C)nc2n1	?	5%	-18%
Cc1ccc(NC(=O)C2CCN(c3nnc(C)c4c(C)n(-c5ccccc5)nc34)CC2)cc1Cl	?	8%	-2%
CC(=O)c1ccccc1C(=O)N(C)C1CCCN(Cc2ccccc2F)C1 (centres undefined)	1%	4%	1%
O=C(Nc1ccccc1)N1CC2(CCN(C(=O)c3cccc(F)c3)CC2)C1	4%	nt	11%
CNc1nc(-c2ccc(N(C)C)cc2)nc2ccccc12	?	nt	?

# (listing goes on)
SMILES	TDP1 cell noCPT	TDP1 block	TDP1 cell CPT
COc1cccc(N2CCN(C(=O)C3Cc4ccccc4N3C(C)=O)CC2)c1 (centres undefined)	-26%	1%	?
CCN1C(=O)N[C@@H](c2ccco2)C(C(=O)OC)=C1C	-13%	11%[12.3 µM]	-6%
CC(C)Sc1nnc(SCC(=O)N(C)C2CCS(=O)(=O)C2)s1 (centres undefined)	-1%	2%	0%
COc1ccccc1CNC(=O)COc1cccc(-n2cnnn2)c1	-4%	0%	13%
O=C(CSc1nc2ccccc2c(=O)n1CC1CCCO1)NCc1ccc2c(c1)OCO2 (centres undefined)	?	6%	-20%
COC(=O)C(C(=O)Nc1ncccn1)C1CCCCCC1 (centres undefined)	8%	7%	8%
CC(C)/C=C/C(=O)N1CCC(N2CCC(C(=O)NCc3ccccn3)CC2)CC1	-4%	4%	17%
CC(C)c1ccc(NC(=O)NC2CCN(CC(=O)Nc3cccc4ccccc34)CC2)cc1	?	3%	?

# Following part
SMILES	TDP1 cell noCPT	TDP1 block	TDP1 cell CPT
COc1ccc(NC(=O)COC(=O)C2CC(=O)N(c3ccc(OC(C)C)cc3)C2)cc1 (centres undefined)	4%	nt	9%
C=Cn1cc[n+](CC(=O)c2ccc(Cl)c(Cl)c2)c1	?	nt	?
COc1cccc(NC(=O)c2cc(OC)c(OC)c(OC)c2Br)c1	-5%	3%	0%
O=C(CN1CCN(C2CCCCC2)CC1)Nc1ccccc1-c1ccccc1	?	0%	?
Cc1ccc(N(C(=O)Cn2nnc(-c3ccccc3F)n2)C(C(=O)NC2CCCC2)c2ccncc2)cc1 (centres undefined)	?	0%[0.0935 µM]	?
O=S(=O)(NC(=S)c1ccccc1)c1ccc(Cl)cc1	19%	1%	19%
N#Cc1sc2nc(-c3cccs3)cc(-c3ccccc3)c2c1N	-16%	5%	-29%
Cc1csc(SCC(=O)NC(=O)c2ccccc2)n1	16%	-3%	-6%

# The listing continues:
# Values run as follows: TDP1 cell noCPT | TDP1 block | TDP1 cell CPT
Cc1ccc(N2C(=O)CC(Sc3nc(C)cc(C)n3)C2=O)cc1 (centres undefined)
  8.2µM* | 2% | 7.3µM*
O=C(COc1cccnc1[N+](=O)[O-])NCCc1ccc(Cl)cc1
  -5% | 5% | 6%
COc1ccc(Cc2noc(-c3ccc(C)cc3)n2)cc1
  -14% | -10% | -15%
COc1ccc(S(=O)(=O)n2c(CCN3CCOCC3)nc3ccccc32)cc1
  21µM* | 11% | -28%
COC(=O)c1cccc(NC(=O)c2cccnc2C(=O)O)c1C
  ? | 5% | 7%
CC(=O)N1CCN(Cc2cc(=O)oc3ccc4ccccc4c23)CC1
  ? | nt | ?
O=C(CSc1ncn[nH]1)N1c2ccccc2Sc2ccccc21
  -19% | -2% | -12%
Cn1c(CN2CCN(S(C)(=O)=O)CC2)nc2cc([N+](=O)[O-])ccc21
  -24% | nt | -24%
Cc1ccc(N/C(N)=N/c2nc3c(c(=O)[nH]2)CCCC3)c(C)c1
  12µM* | 4% | 13µM*
O=C(/C=C/c1cccc(F)c1)OCC(=O)N1CCCC1
  ? | -2% | ?
O=C(COC(=O)c1ccc(O)cc1)NCCC1=CCCCC1
  -3% | 0% | -24%
O=C(NC1C=CS(=O)(=O)C1)c1sc2ccccc2c1Cl (centres undefined)
  23µM* | 4% | ?
COc1cccc(CNc2cc(CSc3ccc(Cl)cc3)nc(C)n2)c1
  ? | 2% | ?
O=C(COC(=O)c1cccc(Cl)c1Cl)NC1CCCCCC1
  1% | nt | -6%
CCn1c(SCC(=O)N2CCOCC2)nnc1-c1ccco1
  -1% | 4% | 2%

# The list continues:
# Values run as follows: TDP1 cell noCPT | TDP1 block | TDP1 cell CPT
COC(=O)C1(CCSC)NC(c2ccccc2OC)C2C(=O)N(C)C(=O)C21 (centres undefined)
  -2% | 7% | 0%
Cc1nc2ccccc2c(=O)n1C1CCCCCC1
  ? | 0% | ?
COc1cc2c(cc1OC)CN(Cc1ccc(OC)c(C)c1OC)CC2
  21µM* | -3% | 29µM*
CCCS(=O)(=O)NCc1c(C)ncc2c1CCN(C(=O)c1c(F)ccc(F)c1F)C2
  0% | nt | 4%[9.04 µM]
CC(C)C(=O)N(Cc1cc2ccccc2[nH]c1=O)C(C)(C)C
  21µM* | 0% | -18%
CC1=C(C(=O)N(C(C)C)C(C)C)CC(CC(=O)NCCCN(C)C)C(=O)N1Cc1ccccc1 (centres undefined)
  0% | nt | -1%
O=C(CCC(=O)N1CCCC1)Nc1ccc(Cl)c(Cl)c1
  16% | 3%[56.1 µM] | -2%
CN(CC(=O)Nc1ccc(Cl)c(Cl)c1)C(=O)/C=C/c1ccc(F)cc1
  -25% | 3% | -9%
COc1ccccc1-c1c(C(F)(F)F)oc2cc(OC(=O)c3ccccc3[N+](=O)[O-])ccc2c1=O
  26µM* | 6% | ?
COC(=O)c1cn(CC(=O)NC2CCCCCC2)c2ccccc12
  5% | -3%[56.1 µM] | 14%
Cc1ccc(CC2(c3ccccc3)NC(=O)NC2=O)cc1 (centres undefined)
  ? | nt | -10%
COc1ccc(N2CCN(C(=O)Cc3csc(NC(=O)Nc4ccccc4OC)n3)CC2)cc1
  16µM* | 8% | 16µM*
Cc1c(C)c2ccc(OC(C)C(=O)NCCCn3ccnc3)c(C)c2oc1=O (centres undefined)
  3% | 6% | -5%
Cc1c(Nc2ncnc3nc[nH]c23)c(=O)n(-c2ccccc2)n1C
  4% | 0% | 1%
COc1ccc(C2SCC(=O)N2c2ccc(OC)cc2)cc1 (centres undefined)
  7% | nt | -14%

# Gathered by group, the compounds so far with a COOH group (2)
# Values run as follows: TDP1 cell noCPT | TDP1 block | TDP1 cell CPT
COc1ccc(C(CC(=O)O)NC(=O)COc2ccccc2)cc1 (centres undefined)
  -6% | -1% | -4%
COC(=O)c1cccc(NC(=O)c2cccnc2C(=O)O)c1C
  ? | 5% | 7%

# The listing continues:
# Values run as follows: TDP1 cell noCPT | TDP1 block | TDP1 cell CPT
CCCCN1C(=O)C(CC(=O)NC2CCCC2)CC(C(=O)N(C(C)C)C(C)C)=C1C (centres undefined)
  ? | nt | -17%
CC(C)OC(=O)CSc1nc2ncc(Cl)cc2[nH]1
  -3% | 4% | -14%
O=C(c1ccc(S(=O)(=O)N2CCOCC2)cc1)N1CCN(S(=O)(=O)c2ccc(Cl)s2)CC1
  16µM* | 8% | ?
c1cncc(-c2nn3cnnc3s2)c1
  -15% | 4% | -6%
COc1cc(OC)cc(C(=O)Nn2cnnc2)c1
  1% | nt | 27%
C/C(=N\NC(=O)c1cc(-c2ccco2)nc2ccccc12)c1cccnc1
  ? | 5% | ?
CCn1nc(C)c(CNC(=O)CCc2nnc(Cc3c[nH]c4ccccc34)o2)c1C
  -24% | nt | -28%
CSc1ncccc1C(=O)OCc1ccc([N+](=O)[O-])cc1
  ? | 3% | 4%
CCN(C(=O)COc1ccc2ccc(=O)oc2c1)C1CCCCC1
  -21% | -3% | -10%
Cc1cccc(CNc2ccc(S(=O)(=O)N3CCCCC3)cc2)c1
  ? | -3%[56.1 µM] | 21µM*

# Whole records, looked up by structure. Screens in order: TDP1 cell noCPT | TDP1 block | TDP1 cell CPT
# c1cncc(-c2nn3cnnc3s2)c1 as listed: -15% | 4% | -6%
# CCCCN1C(=O)C(CC(=O)NC2CCCC2)CC(C(=O)N(C(C)C)C(C)C)=C1C (centres undefined) as listed: ? | nt | -17%
# CC(C)OC(=O)CSc1nc2ncc(Cl)cc2[nH]1 as listed: -3% | 4% | -14%

# Assay outcomes from PubChem.
